Screening results from PubChem.
MC4R antagonist: antagonists of human melanocortin 4 receptor (MC4R). P32245. MC4R-expressing cells, MTII-stimulated cAMP, LANCE TR-FRET. inhibition, % at 6.5 µM. 0.48% of 360,000 active;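 active = inhibition above its plate's cutoff, the mean of tested wells on that plate plus 3 SD, cut at about 29% in these data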;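 also: 0% = Melanotan II alone and 100% = Melanotan II plus saturating MCL0020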
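Material: U2OS-MC4R stable cell line | Reagent: Melanotan II challenge after compound preincubation | Doses: One concentration, 6.5 µM nominal | Incubation: 30-min compound preincubation, 1-h Melanotan II challenge, 1-h detection, room temperature | Signal: TR-FRET cAMP assay | Replicates: One well per compound, no replicates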
m5-HT2A agonist: agonists of mouse serotonin 5-HT2A receptor (HTR2A). AID 624169. CHO-K1 mHTR2A beta-arrestin complementation, luminescence; percent of 30 µM serotonin response. activation, % at 7.6 µM. 0.66% of 360,000 active;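 active = activation above a run cutoff, the mean activation of all tested compounds plus 3 SD, cut at about 14% in these data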;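 also: 0% = plate median of compound wells and 100% = 30 µM serotonin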
CaV13 ICDI inh: Primary screen for inhibitors of IQ motif and Ca2+-dependent inactivation inhibitor domain binding in CACNA1D, Förster resonance energy transfer in living cells, …; HEK cells, CFP/YFP FRET ICDI-IQ, plate reader, 10 min; percent FRET-ratio fall versus neutral wells; AID 743397; inhibition, % at 12.3 µM; 0.098% of 340,000 active;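 active = mean replicate inhibition of at least 30% and at least 1% of replicates passing that level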;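 also: 0% = median of the neutral control wells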
MC4R ag barr: human MC4R agonism via beta-arrestin; P32245; U2OS MC4R beta-arrestin complementation, luminescence; percent of melanotan II response, DMSO zero; activation, % at 8.9 µM; 0.98% of 360,000 active; AID 540308;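 active = activation above a per-plate cutoff, the mean activation of sample wells on that plate plus 3 SD, cut at about 8% in these data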
Granule exo inh: blocks lytic granule exocytosis | TALL-104 LAMP-1 surface exposure, flow cytometry; cells stimulated with thapsigargin and PMA | inhibition, % at 10 µM | 0.66% of 360,000 active;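 active = inhibition above about 55%, limit read from the data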
ABCB6 inh 2: human ABCB6 transporter inhibition | Q9NP58 | 0.19% of 360,000 active | K562-ABCB6 porphyrin accumulation, flow cytometry, 1 h; active compounds read low | fluorescence ratio to DMSO, % at 10 µM;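 active = fluorescence ratio to DMSO below 75%, the collection mean minus 3 SD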;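 also: signal is porphyrin accumulated inside mitochondria; 100% equals median channel fluorescence of DMSO control wells; lower ratio means ABCB6 inhibition with less porphyrin fluorescence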
Glyco luc inh: blocks N-linked glycosylation in D54 reporter cells; D54 ERlucT glycosylation luciferase reporter, 24 h; percent of 100 nM tunicamycin response; reporter increase, % at 12.5 µM; 0.23% of 360,000 active; AID 588692;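 active = mean luciferase reporter signal, scaled so untreated is 0 and the glycosylation-blocking control 100, at or above a set limit in every replicate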;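 also: luciferase carries N-glycosylation sites so blocking glycosylation raises the light; 0% = median of neutral control wells and 100% = median of 100 nM tunicamycin wells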
PDI inh: inhibitors of human protein disulfide isomerase; P07237; PDI insulin aggregation turbidity, A650, 90 min; inhibition, % at 10 µM; 0.052% of 350,000 active; AID 588391;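 active = mean inhibition across replicates of 30% or more, whatever share of single replicates reach that level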;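 also: absorbance from insulin aggregation driven by PDI reduction with DTT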
H9c2 protect: modulators protecting cardiomyocytes from myocardial damage. protection from H2O2 cell death, % at 20 µM. H9c2 cardiomyocytes, H2O2 injury protection, ATPLite, 2 h. AID 588492. 0.63% of 360,000 active;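 active = compounds giving at least 50% protection of heart cells from peroxide-induced death in the single-dose screen, raw or plate-pattern-corrected value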;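 also: 0% = DMSO wells with peroxide and 100% = DMSO wells without peroxide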
ABHD5 PLIN5 PPI: blocks binding of human ABHD5 to perilipin-5; Q00G26+Q8WTS1; Split G. princeps luciferase complementation, luminescence, 4 h; inhibition, % at 4 µM; 0.78% of 360,000 active; AID 602281;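 active = inhibition above the mean inhibition across every tested compound plus 3 SD, cut at about 22% in these data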;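 also: 0% = DMSO only wells and the 100% control is not disclosed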
Target sequence (Q00G26 whole entry, looked up): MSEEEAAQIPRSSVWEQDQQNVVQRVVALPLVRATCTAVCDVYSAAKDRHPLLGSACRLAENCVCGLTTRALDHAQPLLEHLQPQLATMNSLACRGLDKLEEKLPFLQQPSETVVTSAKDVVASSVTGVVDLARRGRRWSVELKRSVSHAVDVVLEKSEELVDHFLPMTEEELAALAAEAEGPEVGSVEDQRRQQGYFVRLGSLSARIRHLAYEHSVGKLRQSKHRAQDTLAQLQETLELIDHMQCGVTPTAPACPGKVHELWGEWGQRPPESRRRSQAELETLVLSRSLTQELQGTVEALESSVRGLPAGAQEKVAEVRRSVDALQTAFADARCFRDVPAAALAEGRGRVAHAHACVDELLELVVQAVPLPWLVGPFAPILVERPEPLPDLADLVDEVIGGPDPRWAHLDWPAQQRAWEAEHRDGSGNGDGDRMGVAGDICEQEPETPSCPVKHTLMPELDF
Target sequence (Q8WTS1 whole entry, looked up): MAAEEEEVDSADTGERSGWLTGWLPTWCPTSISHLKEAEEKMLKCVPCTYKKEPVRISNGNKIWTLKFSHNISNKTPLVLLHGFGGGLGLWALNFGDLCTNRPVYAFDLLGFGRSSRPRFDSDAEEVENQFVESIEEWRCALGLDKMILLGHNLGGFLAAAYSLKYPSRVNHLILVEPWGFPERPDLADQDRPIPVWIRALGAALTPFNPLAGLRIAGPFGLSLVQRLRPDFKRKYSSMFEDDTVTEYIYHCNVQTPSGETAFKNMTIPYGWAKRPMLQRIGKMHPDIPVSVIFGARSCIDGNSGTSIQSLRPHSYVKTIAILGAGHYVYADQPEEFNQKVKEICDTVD
An asterisk follows results filed as active; / = no result given. An excerpt; count on the stated rates, not on these rows.

Below each compound: MC4R antagonist | m5-HT2A agonist | CaV13 ICDI inh | MC4R ag barr | Granule exo inh | ABCB6 inh 2 | Glyco luc inh | PDI inh | H9c2 protect | ABHD5 PLIN5 PPI
1	O=C1/C(=C\c2ccc(Cl)cc2Cl)N2CCC1CC2
→ 6.2 | 0.1 | -15.1 | 0.4 | 64.8* | 89.0 | -1.9 | 3.1 | -1.9 | 3.0
2	CC(=CCOc1ccc2ccc(=O)oc2c1)C1=CC(=O)C(C)(C)O1
→ 5.9 | -8.5 | -5.2 | -0.9 | -1.4 | 102.0 | -6.2 | -1.0 | 0.5 | 1.7
3	O=C(O)c1ccccc1N=Nc1c(O)[nH]c(=O)[nH]c1=O
→ -7.3 | -1.1 | -2.1 | -6.8 | -2.5 | 100.0 | 0.7 | -0.5 | -3.4 | 0.7
4	CC1(C)CN=C(Nc2nc3ccccc3s2)S1
→ -6.1 | 2.5 | 0.7 | 0.1 | 0.2 | 96.0 | -5.3 | -7.0 | -9.7 | -2.0
5	C=CCn1c(=O)c(C=Nc2cccc([N+](=O)[O-])c2)c(O)n(CCCC)c1=O
→ -1.0 | 4.7 | -3.6 | 0.3 | -4.6 | 100.0 | 1.8 | 13.7 | 2.7 | 2.4
6	CCC(=NC1CCN(Cc2ccccc2)CC1)c1c(O)[nH]c(=O)[nH]c1=O
→ -1.7 | 2.0 | -5.3 | -0.4 | 2.1 | 100.0 | 0.1 | 1.7 | -1.7 | 0.0
7	CCCNS(=O)(=O)c1ccc(OCC(=O)N2CCN(Cc3ccc4c(c3)OCO4)CC2)cc1
→ 2.8 | 8.9 | -3.9 | -0.5 | 0.6 | 99.0 | -3.2 | -7.1 | -7.9 | 3.5
8	O=c1c2cc(Br)ccc2[nH]c(=S)n1-c1ccccc1
→ 8.6 | 1.0 | 8.4 | -0.5 | 0.7 | 98.0 | 1.4 | -2.5 | 5.0 | 0.7
9	COc1cc(CN2CCCC(C(=O)c3sccc3C)C2)cc(Cl)c1O (configuration not stated)
→ 3.4 | -1.9 | -1.9 | -0.2 | -0.4 | 98.0 | -0.9 | 2.3 | 3.5 | -3.3
10	CCCCCCNc1nc(OC)nc(N2CC3CC(C2)c2cccc(=O)n2C3)n1 (configuration not stated)
→ 10.3 | 7.0 | -4.4 | -3.0 | 3.4 | 104.0 | 1.2 | 0.1 | -3.0 | 0.5
11	Cc1nc2cc(-c3ccc(Cl)cc3)nn2c(C)c1CCC(=O)N1CCC2(CC1)OCCO2
→ 13.1 | 1.0 | -1.7 | -0.4 | -3.7 | 101.0 | -1.6 | -1.6 | 9.7 | 8.9
12	CNC(=S)N1CCn2cccc2C1c1cccnc1 (configuration not stated)
→ -1.4 | 5.6 | 2.6 | -2.9 | 1.4 | 98.0 | 3.4 | -0.5 | 1.0 | -0.3
13	CCOC(=O)c1c(C)n(Cc2ccc3c(c2)OCO3)c2ccc(O)cc12
→ 7.0 | -0.3 | -3.3 | -0.6 | 8.0 | 94.0 | -2.8 | 8.3 | 6.6 | 8.9
14	C[n+]1c(-c2ccccc2)cc(CCCCc2cc(-c3ccccc3)[n+](C)c(-c3ccccc3)c2)cc1-c1ccccc1
→ 6.0 | -5.6 | 10.0 | -1.3 | -1.0 | 102.0 | -0.4 | 6.6 | -22.7 | -1.8
15	O=C(CCCOc1ccc(Cl)cc1Cl)N1CCC2(CC1)OCCO2
→ 9.9 | -3.9 | -4.0 | -2.2 | 3.9 | 103.0 | -0.8 | 2.8 | -0.9 | -0.5
16	CC(C)C[C@@H]1COc2cc(N3CCN(C)CC3)ccc2S(=O)(=O)N1
→ / | -0.7 | -9.8 | / | -3.2 | 99.0 | / | / | / | -10.2
17	COC(=O)Nc1nc2ccccc2[nH]1
→ -4.2 | 7.2 | -6.5 | -2.2 | 8.4 | 108.0 | 11.5 | -1.7 | 3.6 | -1.5
18	COc1ccc(NP(=O)(Oc2cccc(C)c2)Oc2cccc(C)c2)cc1OC
→ -9.5 | -6.9 | -0.2 | -0.5 | -1.1 | 100.0 | -2.0 | -1.0 | 11.5 | -8.2
19	CNP(=S)(NC)OCCOc1ccc(OC)cc1
→ 12.6 | 3.3 | -0.9 | 1.4 | -2.3 | 91.0 | 3.2 | 11.5 | 1.9 | 1.1
20	Cc1nn(Cc2ccccc2Cl)c(C)c1C(=O)NC1CCCc2ccccc21 (configuration not stated)
→ 10.5 | 3.5 | -4.1 | 0.7 | 8.6 | 95.0 | 1.7 | 0.7 | -9.6 | 0.8
21	CCCCOC(=O)COc1cc(C)cc2oc(=O)c3c(c12)CCC3
→ 4.1 | -4.7 | / | -1.8 | 11.1 | 95.0 | -0.4 | -4.2 | 2.3 | 5.2
22	Clc1ccc(OCC#CCN2CCCC2)cc1
→ 16.2 | -5.7 | -6.5 | 0.6 | 0.0 | 95.0 | -0.6 | 1.8 | -6.0 | 0.9
23	O=C(N/N=C/c1c(O)n(-c2ccccc2)c(=O)[nH]c1=O)c1ccncc1
→ 16.9 | -3.2 | -4.7 | -1.0 | -0.8 | 101.0 | 2.7 | 2.1 | -2.0 | 3.6
24	CC(=O)N1N=C2C3CCN(CC3)C2C1c1ccc(F)cc1 (configuration not stated)
→ 0.1 | 5.0 | -2.7 | -3.2 | 0.4 | 98.0 | 0.5 | -7.9 | 8.7 | 0.9
25	COC(=O)C1=C(c2ccccc2OCc2ccccc2)C[C@@H]2CC[C@H]1N2C(=O)NCCOc1ccccc1Cl
→ 7.2 | 3.6 | -5.3 | -0.8 | 0.3 | 96.0 | -8.0 | 9.0 | -0.5 | 11.9
26	CC12C=CC(=O)C=C1CCC1C2C(O)CC2(C)C1CCC2(C)O (configuration not stated)
→ -3.6 | -3.9 | -10.2 | -1.8 | 1.2 | 89.0 | 1.0 | -3.4 | -0.8 | -1.3
27	COCCCNC(=O)c1c(NC(=O)c2ccccc2)n(Cc2ccccc2)c2nc3ccccc3nc12
→ 3.8 | 13.9 | -3.6 | -0.9 | -3.0 | 97.0 | -0.4 | -2.9 | 4.7 | -1.5
28	CCOc1ccccc1OCC(=O)Nc1ccc(Cl)cc1C(=O)c1ccccc1
→ 2.5 | -0.1 | -15.1 | 3.4 | 0.2 | 102.0 | -5.2 | -1.4 | -6.0 | -1.0
29	c1ccc2c3c([nH]c2c1)C1(CCNCC1)NCC3
→ 8.8 | -4.1 | -2.4 | 3.2 | 5.7 | 102.0 | 2.4 | 2.2 | 6.1 | 16.2
30	O=[N+]([O-])c1cnc[nH]1
→ -3.8 | 4.0 | -5.0 | -0.9 | -9.6 | 101.0 | 0.4 | -6.8 | -2.3 | -3.0
31	O=c1[nH]c(=O)n(Cc2ccccc2Cl)c(O)c1/C=C1/C=CC=N1
→ -10.3 | 2.3 | -4.1 | -1.4 | -3.3 | 115.0 | 13.6 | -13.6 | 4.4 | 8.7
32	COc1ccccc1/C=C1/C(=N/O)C2CCN1CC2
→ -1.7 | 1.9 | -2.6 | -0.2 | 0.2 | 195.0 | -0.6 | -0.4 | 8.3 | 3.7
33	O=C(NC1CCCCC1)N1Cc2cc(N3CCCCC3)ccc2-n2nncc2C1
→ / | -1.9 | -5.6 | / | 0.7 | 93.0 | 1.0 | / | 8.2 | -4.7
34	COc1cccc(-n2c(=S)[nH]c3ccccc3c2=O)c1
→ 11.1 | -4.3 | -7.7 | -2.4 | 5.3 | 103.0 | 2.5 | -12.7 | 6.2 | -9.7
35	CCOC(=O)C(c1c(O)c2ccccc2oc1=O)c1c(O)c2ccccc2oc1=O
→ 12.6 | -1.3 | -4.9 | -0.8 | -2.7 | 102.0 | 1.0 | -2.5 | 7.8 | 5.3
36	CCC(CO)Nc1ccc([N+](=O)[O-])c2cccnc12 (configuration not stated)
→ 14.0 | -2.2 | -5.2 | 0.6 | -0.7 | 96.0 | 3.4 | 5.4 | 5.0 | -1.7
37	CCN(CC)c1ccc(N=Cc2c(O)n(-c3ccc(Cl)cc3)c(=O)[nH]c2=O)cc1
→ 8.5 | 5.3 | / | -1.4 | 1.3 | 95.0 | 0.3 | -0.4 | 16.9 | -2.5
38	CCCNC(=O)N1[C@H]2CC[C@@H]1C(C(=O)OC)=C(c1cccc(OC)c1OC)C2
→ 2.5 | -2.3 | -11.4 | -1.6 | 4.2 | 101.0 | 0.8 | -3.2 | 4.4 | 3.3
39	CC[C@@H](O)C[C@H]1CCC[C@@]2(C[C@@H]3OC(=O)/C=C/[C@@](C)(O)[C@@H](O)[C@H](C)[C@@H](O)[C@H](OC4CCC(N(C)C)C(C)O4)[C@@H](O)[C@](C)(O)CCCCC/C=C/[C@@H]4CC(C)(C)O[C@@]4(O)C[C@H](O2)[C@H]3C)O1 (some centres not stated)
→ 0.6 | 0.5 | -8.2 | -2.4 | 22.7 | 89.0 | -4.4 | 9.2 | -15.9 | 2.8
40	O=C1NC(=O)[C@]2(Cc3ccccc3N3CCN(c4ccccc4)CC32)C(=O)N1Cc1ccccc1 (some centres not stated)
→ 5.0 | 2.9 | -5.7 | -1.1 | 0.1 | 99.0 | -2.0 | -3.7 | 0.3 | -6.5
41	COC(=O)C1=C(c2ccc(S(C)(=O)=O)cc2)C[C@@H]2CC[C@H]1N2C(=O)NCCCOC(C)C
→ 4.3 | -3.6 | -10.5 | -1.1 | -2.4 | 100.0 | 0.6 | 1.0 | 10.1 | 0.8
42	C[C@]12CCC3C(CC[C@H]4C[C@@H](O)CC[C@]34C)C1C[C@@H](Br)[C@H]2O (some centres not stated)
→ -8.6 | 4.6 | -5.8 | -0.7 | 15.1 | 104.0 | -2.7 | -7.3 | 3.0 | -2.4
43	CCc1cc(=O)oc2c(C)c(OCC(=O)N3C[C@H]4C[C@@H](C3)c3cccc(=O)n3C4)ccc12
→ -0.4 | -0.3 | / | -2.5 | -1.8 | 94.0 | 1.2 | / | -8.9 | -5.2
44	CN(C)C1=C(C#N)C(c2ccccc2)=NP(N(C)C)(N(C)C)=N1
→ 3.9 | -4.2 | -11.7 | -3.1 | -2.5 | 97.0 | 0.4 | -1.0 | 3.8 | -9.3
45	O=c1c2ccccc2nc(-c2ccccc2)n1-c1ccncc1
→ -4.8 | 13.2 | -4.7 | 2.5 | 1.9 | 95.0 | 3.3 | -6.9 | -2.1 | 6.7
46	CS(=O)(=O)c1ccc(C2=C(CNC(=O)c3nccs3)[C@H]3CC[C@@H](C2)N3CCOc2ccccc2)cc1
→ 6.6 | -2.7 | -3.5 | 0.1 | -3.9 | 97.0 | 1.9 | -0.2 | 6.9 | 8.1
47	O=[N+]([O-])c1ccccc1CNCCc1ccc(F)cc1
→ 1.7 | -4.2 | -5.7 | -1.1 | -2.5 | 103.0 | 0.2 | 3.8 | 1.8 | -10.7
48	CCN1CCN(CC(c2ccccc2)c2ccccc2)CC1
→ 3.6 | -6.5 | -2.7 | -0.6 | 1.7 | 97.0 | 0.6 | -11.0 | -1.0 | 3.3
